Epigenetic mod = derepresses silenced GFP locus in mouse C127i cells. mouse C127i GFP locus derepression, cytometry, 30 h. Potency, µM (top dose mostly 46.1 µM), inactives show at the top dose GFP derepression (activation). hit rate 0.09% among 68,000. AID 597; further: % of control where 0% means no effect
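Murine C127i mammary cells carrying a silenced, stably integrated CMV-driven GFP reporter were treated with compound for 30 hours at 37 C. After PBS washes, GFP-positive cells were counted by laser-scanning microplate cytometry.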
ALOX15 inhib = 15-hLO (ALOX15) enzyme inhibition. Potency, µM (doses to about 57.1 µM), for the others: top-dose activity change, negative = inhibition, most hits filed as inhibitors. purified 15hLO-1, xylenol orange hydroperoxide absorbance. hit rate 1.4% among 74,000; further: potency means the concentration at half of the fitted maximal effect; on the % scale 0 is the no-effect control and ±100 the full control effect; nearly all actives have a fitted effect of over 55% in size
Target sequence (P16050 whole entry, looked up): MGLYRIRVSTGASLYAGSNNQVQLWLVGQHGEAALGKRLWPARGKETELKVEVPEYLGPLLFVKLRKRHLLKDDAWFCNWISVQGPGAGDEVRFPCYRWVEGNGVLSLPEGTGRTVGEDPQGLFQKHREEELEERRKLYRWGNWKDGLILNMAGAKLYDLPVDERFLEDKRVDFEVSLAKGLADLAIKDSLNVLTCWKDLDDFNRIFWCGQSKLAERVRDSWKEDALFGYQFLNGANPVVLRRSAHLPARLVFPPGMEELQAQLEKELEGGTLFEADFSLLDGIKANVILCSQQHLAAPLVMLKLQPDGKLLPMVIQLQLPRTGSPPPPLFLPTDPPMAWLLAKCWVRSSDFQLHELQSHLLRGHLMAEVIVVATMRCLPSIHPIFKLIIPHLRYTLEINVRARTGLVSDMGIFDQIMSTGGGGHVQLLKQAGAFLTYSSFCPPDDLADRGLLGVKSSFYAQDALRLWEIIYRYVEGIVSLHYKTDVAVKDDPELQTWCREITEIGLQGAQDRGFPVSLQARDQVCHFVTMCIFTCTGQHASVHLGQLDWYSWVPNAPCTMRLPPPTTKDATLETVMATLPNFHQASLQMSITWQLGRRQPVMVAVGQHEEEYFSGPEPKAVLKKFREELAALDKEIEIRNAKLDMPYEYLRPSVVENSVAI
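Hydroperoxide formed from arachidonic acid (50 uM) by purified human 15hLO-1 (40 nM) oxidizes ferrous iron, and the ferric-xylenol orange complex is read at 573 versus 405 nm. Compounds were preincubated 15 min; reaction ran 6 min at room temperature.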
HBB splicing = alters splicing of the hemoglobin beta chain. HBB splicing reporter cell assay, activation; EGFP reporter with mutant IVS2-654 intron; response scale: normalised to 500 nM splice-correcting PNA. Potency, µM (highest dose often 46.1 µM), without a hit: top-dose activation, usual class: activators. hit rate 0.06% among 65,000. AID 925; further: potency means the concentration at half of the fitted maximal effect; 0% is about no effect
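Compounds were applied for 2 days to HeLa EGFP-654 cells, 500/well in Optimem with 2% FCS. The reporter's EGFP is disrupted by mis-splicing of beta-globin intron IVS2-654. Readout: summed well GFP fluorescence from 488 nm laser scanning; reference was 500 nM antisense […] 654 PNA.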
BRCT inh red = inhibitors of human BRCA1 BRCT-phosphoprotein interaction (red fluorophore); AID 892; BRCT-phosphopeptide binding, red fluorescence polarization; Potency, µM (highest dose often 76.9 µM), for inactives: at the top dose activity change, negative = inhibition, most hits filed as inhibitors; hit rate 0.03% among 75,000; further: on the % scale 0 is the no-effect control and ±100 the full control effect
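Fluorescence polarization: 100 nM His-tagged BRCA1 BRCT with 100 nM TAMRA-labelled phospho-BACH1 decapeptide, phosphate buffer pH 7.3 with 150 mM NaCl, DTT, 0.01% Tween 20; 12 min RT. Binding inhibition seen as FP decrease.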
CRE-bla Fsk = alters forskolin-stimulated CRE reporter signaling in CHO cells. Potency, µM (doses to about 38.2 µM), for inactives: at the top dose activity change, negative = inhibition, actives largely listed as activators. AID 662. hit rate 2.5% among 71,000. CHO CRE-bla reporter (cAMP response element driving beta-lactamase), forskolin EC10, beta-lactamase ratio; active means well fitted activation curve with a large enough effect in the signal ratio, with a control signal flat, not every such curve was filed as active; inconclusive means small, poorly fitted or top-dose-only effect, or effect the other way, or a change in a side signal; the % refers to the signal ratio; further: potency means the concentration at half of the fitted maximal effect; % of control where 0% means no effect
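CRE-bla CHO cells stimulated with EC10 NKH 477 (water-soluble forskolin) and compound titrations, 3 h at 37C; beta-lactamase read with CCF4 after 2 h at room temperature. Activity from 460/530 nm emission ratio, AC50 values for positive or negative modulation.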
DNA Pol III inh = inhibitors of bacterial DNA polymerase III holoenzyme | hit rate 0.25% among 71,000 | Potency, µM (series often up to 57.1 µM), for the others: at the top dose activity change, negative = inhibition | AID 603 | reconstituted DNA polymerase III holoenzyme replication, biochemical; further: potency means the concentration at half of the fitted maximal effect; on the % scale 0 is the no-effect control and ±100 the full control effect
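Reconstituted *E. coli* holoenzyme (0.35 nM Pol III, 1 nM beta, 154 nM SSB, 2 nM primase) was preincubated with compound for 15 min at RT. Synthesis on 1.4 nM ssM13Gori ran 35 min, then was stopped with PicoGreen/EDTA and read as dsDNA fluorescence.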
UbGFP stabilizer = proteasome inhibitors stabilizing ubiquitin-GFP reporter | 67,000 tested, under 10 active | Ubiquitin-GFP reporter cells, proteasome inhibition, GFP fluorescence; response scale: untreated = 0%, 10 µM MG-132 = 100% | Potency, µM (doses to about 45.9 µM), without a hit: top-dose activation (GFP accumulation), actives largely listed as activators | AID 526; active means well fitted activation curve with a large enough effect, not every such curve was filed as active; inconclusive means small, poorly fitted or top-dose-only effect, or another doubt; inactive means no such curve, though single readings can be large or run the other way; further: potency means the concentration at half of the fitted maximal effect
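Proteasome block read as GFP accumulation: ubiquitin(G76V)-GFP U2OS cells exposed to compound (2.9 nM–46 uM) for 4 hr at 37 C. Normalization used untreated cells as 0% and 10 uM MG-132 as 100%; concentration-response curves fitted.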
4-MU autofl = 4-MU region autofluorescence | compound autofluorescence, 340/450 nm, 4-MU equivalents; hits give high values | max dye-equivalent concentration, M | hit rate 11% among 59,000 | AID 589; in the data active means max dye-equivalent concentration above about 10 nM; inconclusive means mostly about 1.1 nM to 9.6 nM
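Compounds in 100 mM Tris, pH 8.0, incubated 15 min at room temperature, then fluorescence read at 340 nm excitation/450 nm emission. Signal converted to 4-MU dye-equivalent concentration using an on-plate six-point 4-MU standard curve.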
A350 fluor = A350 region autofluorescence. Compound autofluorescence, 340/450 nm, Alexa 350 dye-equivalents; hits give high values. max dye-equivalent concentration, M. hit rate 11% among 59,000. AID 590; in the data active means max dye-equivalent concentration above about 10 nM; inconclusive means mostly about 1.1 nM to 9.6 nM
Hsp90 Hop PPI = changes Hsp90-Hop TPR2A binding signal, up or down | Potency, µM (top dose mostly 57 µM), for inactives: top-dose activity change, negative = inhibition | hit rate 0.44% among 71,000 | AlphaScreen TPR2A-His6 binding biotin-Hsp90 C-terminal peptide; active means well fitted curve in either direction with a large enough effect; inconclusive means small, poorly fitted or top-dose-only effect, or another doubt; further: potency means the concentration at half of the fitted maximal effect; on the % scale 0 is the no-effect control and ±100 the full control effect; many of its hits are not listed in these tables
BRCT PPI green = blocks human BRCA1 BRCT binding to phosphopeptide, green readout | Potency, µM (series often up to 76.9 µM), for the others: at the top dose activity change, negative = inhibition, usual class: inhibitors | P38398 | hit rate 0.05% among 75,000 | AID 875 | BRCA1 BRCT-phosphopeptide binding, green fluorescence polarization;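 further: potency means the concentration at half of the fitted maximal effect; plate controls were peptide without protein for full effect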
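Compounds were incubated for 12 min at room temperature with a complex of 100 nM fluorescein-tagged pBACH1 decapeptide and 250 nM His-tagged BRCT protein. Buffer was phosphate pH 7.3 with EDTA, DTT and Tween 20. Disruption of binding lowers the polarization signal.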
Starred values were filed as active, the others as inactive; i = inactive; ? = inconclusive; · = not tested or not shown; [ ] = remark or other dose. Unless noted, the call rests on the fitted dose curve; in most records, active means well fitted curve in the direction sought with a large enough effect; inconclusive means small, poorly fitted or top-dose-only effect, or another doubt; inactive means no such curve, though single readings can be large; an effect the other way counts as inactive or inconclusive.

SMILES | Epigenetic mod | ALOX15 inhib | HBB splicing | BRCT inh red | CRE-bla Fsk | DNA Pol III inh | UbGFP stabilizer | 4-MU autofl | A350 fluor | Hsp90 Hop PPI | BRCT PPI green
COc1ccccc1NC(=O)C1CCCN(S(=O)(=O)c2cnc[nH]2)C1 (configuration not stated) | 2% | -3% | -0.2% | 0.7% | 1% | 0% | -3% | · | · | 0% | 2.5%
O=C(O)CCN1CCOCC1 | -5% | 1% | · | -0.2% | 1% | -5% | 3% | i | i | -1% | -0.1%
COc1ccccc1NC(=O)C1=C(C)NC(=O)NC1c1cccc(OC)c1OC (configuration not stated) | 2% | 5% | -2.2% | -0.4% | 1% | -5% | 9% | · | · | -3% | -0.1%
NC(=O)C1(N2CCCCC2)CCN(C(=O)c2ccc(-n3cnnn3)cc2)CC1 | 1% | 5% | 4.4% | -1.6% | 23% | 6% | 2% | i | i | -7% | -1.6%
COc1ccc(NC2SC(=O)N(CC(=O)O)C2=O)cc1 (configuration not stated) | 0% | -8% | 0.0% | -1.4% | ? | -11% | 0% | i | i | -3% | 1.3%
CN(C)CCC=C1c2ccccc2CCc2ccccc21 | -2%[20.6 µM] | -1% | -0.6% | -0.4% | -25% | -2% | 0%[20.5 µM] | i | i | -3% | 0.2%[3.08 µM]
COc1ccc(Cl)cc1CSc1n[nH]c(C)n1 | 0% | -2% | 2.4%[57.5 µM] | 1.3% | 6% | -8% | -3% | i | ? | -4% | 0.8%
O=C(COC(=O)c1ccccc1NC(=O)c1ccco1)Nc1ccc2c(c1)OCO2 | -2% | -4% | 0.3%[57.5 µM] | -3.9% | -7% | -5% | 2% | i | ? | -3% | 0.0%
c1ccc(Oc2ccccc2)cc1 | · | -3% | -0.2% | -1.4% | -5% | 2% | · | · | · | -1% | -0.8%
CCn1c2ccccc2c2cc(NC(=O)CSc3nnc(C4CC4)n3Cc3ccco3)ccc21 | -1% | -6% | -0.2%[57.5 µM] | -2.2% | ? | -6% | -5% | i | i | -11% | -0.1%
N#CC1(c2ccccc2)CCCN1C(=O)c1ccc(Br)o1 (configuration not stated) | 2% | 8% | 0.0%[57.5 µM] | 1.0% | 9% | 0% | 5% | i | i | -2% | -2.2%
O=C(Nc1nnc(CCc2ccccc2)s1)C1CCCO1 (configuration not stated) | -5% | 0% | -1.3% | 0.7% | ? | -9% | 9% | i | i | -6% | -2.0%
CCn1c(CNc2cccc(Cl)c2)nnc1SCC(=O)OC1CCCCC1 | -1% | -8% | -0.3% | 0.8% | ? | 1% | -2% | i | i | -3% | 3.0%
Cc1cccc(C)c1NC(=O)CS(=O)CC(=O)NC1CCN(Cc2ccccc2)CC1 (configuration not stated) | 2% | 4% | -0.1%[57.5 µM] | 0.1% | 9% | -3% | 5% | i | i | 2% | -1.1%
N#C/C(=C(\O)c1ccco1)c1ccccn1 | 2% | -1% | 0.1%[57.5 µM] | -1.3% | 6% | -9% | -5% | ? | ? | 0% | -1.1%
CCOC(=O)c1sc(N(Cc2ccccc2)C(=O)CN2C(=O)CN(C)C2=O)nc1C | 0% | 3% | 0.0%[57.5 µM] | 0.1% | ? | 5% | 6% | i | i | 0% | 4.7%
O=C(Nc1ccc2c(c1)OCCO2)c1c(F)c(F)c(F)c(F)c1F | -3% | 2% | -0.8% | 0.1% | -22% | 4% | -1% | i | i | 4% | -2.5%
Cc1c(Cl)cccc1NC(=O)c1cc(-c2ccc(O)cc2)on1 | -3% | -16% | -0.8% | 0.7% | ? | 3% | -5% | · | · | -5% | -1.2%
COc1ccccc1-c1c(C)nn2c(NCCN3CCCC3)cc(C)nc12 | 7% | 9% | -0.8% | -0.3% | -1% | -1% | 15% | · | · | -2% | -4.1%
c1cn(C23CC4CC(CC(C4)C2)C3)cn1 | 6% | -1% | 1.4% | 1.6% | 7% | 0% | 2% | i | i | -2% | -2.0%
CCOc1ccc(NC(=O)CN(C)S(=O)(=O)c2cccs2)cc1 | 1% | 2% | 0.7% | -0.4% | ? | 4% | 0% | i | i | -9% | 0.2%
CN1c2ccccc2-c2nc3ccccc3n2C1c1ccncc1 (configuration not stated) | -3% | -8% | 0.6% | -0.2% | ? | -7% | 10% | 1.2e-07M* | 1.3e-07M* | 11% | -2.4%
COc1ccc(OC)c(NC(=O)c2cn(C)c(=O)c3cc(OC)c(OC)cc23)c1 | 2% | 3% | 3.9% | -2.7% | 0.79µM* | -3% | -11% | i | i | -4% | -0.2%
CC(=O)N1CCc2cc(S(=O)(=O)NCCC(=O)N3CCc4ccccc4C3)ccc21 | 0% | -7% | 6.9%[1.84 µM] | -0.3% | ? | 0% | -1% | i | i | -1% | -1.6%
Cc1nnc(SCC(=O)NCCc2ccccc2)[nH]c1=O | 0% | -19% | -1.7% | -0.4% | -2% | -2% | 0% | i | i | 0% | -2.9%
SMILES | Epigenetic mod | ALOX15 inhib | HBB splicing | BRCT inh red | CRE-bla Fsk | DNA Pol III inh | UbGFP stabilizer | 4-MU autofl | A350 fluor | Hsp90 Hop PPI | BRCT PPI green
CCC(Sc1nc(C)cc(C)n1)C(=O)O (configuration not stated) | -2% | 1% | 0.5% | -0.8% | -1% | -3% | -4% | · | · | -6% | -1.6%
Cc1cc(C(=O)CN2C(=O)CCC2=O)c(C)n1Cc1ccccc1 | 1% | 10% | 0.6% | 1.5% | 14% | -4% | -2% | i | i | -6% | -1.9%
O=[n+]1c2c(n([O-])c3c1CCC3)CCCC2 | -4% | 17% | 6.9%[1.84 µM] | -0.9% | ? | -2% | 11% | i | i | -1% | 1.0%
CC(=O)c1ccc(OCCCC(=O)OCc2nnc(-c3ccc(Cl)cc3)o2)cc1 | 0% | ? | -1.5% | -1.5% | ? | 0% | -2% | i | i | 9% | 0.5%
O=C1c2ccncc2C(=O)N1CO | 0% | 7% | 4.2%[1.84 µM] | 1.0% | ? | 10% | -4% | i | ? | -3% | 2.9%
CCCCC(=O)Nc1ccc2c3c(cccc13)C(=O)N2CC | -1% | 2% | -0.1% | 0.8% | ? | -6% | -10% | ? | ? | 1% | -3.8%
CCOc1ccc2nc(SCC#N)c(C#N)cc2c1 | -2% | 1% | · | -1.4% | 5µM* | -10% | 8% | 2.1e-08M* | 1.8e-08M* | 15% | 0.2%
NC(=O)c1cccc2c3c([nH]c12)CCCC3 | 0% | 3.2µM* | 3.5% | -1.0% | -4% | 2% | 10% | · | · | ? | -4.2%
Fc1ccccc1OCCCN1CCOCC1 | 2% | -6% | -1.9% | -0.4% | 4% | 4% | -4% | i | i | -3% | 0.6%
CCOC(=O)c1oc2ccccc2c1CN1CCN(C(=O)c2ccccc2)CC1 | 0% | -5% | 0.5% | 1.5% | 10% | 0% | -2% | · | · | -5% | -0.9%
O=C1C=C(NCCO)C(=O)c2cnccc21 | · | -24% | -0.9% | 0.8% | ? | -3% | · | · | · | -21% | -1.1%
COc1ccc(OC)c(C(c2nnnn2C2CCCC2)N2CCN(c3ccc(F)cc3)CC2)c1 (configuration not stated) | -3% | -1% | -0.2%[57.5 µM] | -0.7% | -8% | -1% | 0% | i | i | -11% | -1.3%
Cc1cc(N2CCN(C(=O)c3ccco3)CC2)n2nc(-c3cccc(Cl)c3)cc2n1 | 8% | -5% | -0.8% | -1.8% | ? | -6% | 2% | 2.7e-08M* | 3.9e-08M* | -8% | 0.0%
Cn1cccc1Cc1nnc(SCC(=O)N2CCCc3ccccc32)n1-c1ccc(F)cc1 | · | ? | -0.8% | -0.4% | -3% | 4% | -11% | · | · | -4%[2.3 µM] | -1.0%
CCOC(=O)C1CCCN(C(=O)C2CCN(S(=O)(=O)N3CCC4(CC3)OCCO4)CC2)C1 (configuration not stated) | 0% | 1% | 0.2% | -1.2% | 12% | -2% | -6% | i | i | -29% | 0.7%

Random excerpt: three records from the list.
SMILES | Epigenetic mod | ALOX15 inhib | HBB splicing | BRCT inh red | CRE-bla Fsk | DNA Pol III inh | UbGFP stabilizer | 4-MU autofl | A350 fluor | Hsp90 Hop PPI | BRCT PPI green
CCn1c2ccccc2c2cc(NC(=O)CSc3nnc(C4CC4)n3Cc3ccco3)ccc21 | -1% | -6% | -0.2%[57.5 µM] | -2.2% | ? | -6% | -5% | i | i | -11% | -0.1%
COc1ccccc1NC(=O)C1CCCN(S(=O)(=O)c2cnc[nH]2)C1 (configuration not stated) | 2% | -3% | -0.2% | 0.7% | 1% | 0% | -3% | · | · | 0% | 2.5%
CCOC(=O)C1CCCN(C(=O)C2CCN(S(=O)(=O)N3CCC4(CC3)OCCO4)CC2)C1 (configuration not stated) | 0% | 1% | 0.2% | -1.2% | 12% | -2% | -6% | i | i | -29% | 0.7%

Assay outcomes: PubChem, National Center for Advancing Translational Sciences (NCATS)
